Assay outcomes from PubChem BioAssay.
Peg3 promoter = Peg3 promoter-driven luciferase inhibitors, primary screen, cell-based, HeLa, luciferase luminescence | AID 588405, 2011 | hit rate 1.7% among 360,000 | HeLa PEG-Prom luciferase reporter, overnight | inhibition, % at 20 µM;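 active = inhibition of at least 50% at 20 µM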
CF NFkB inh = inhibitors of PAF-induced NF-kB signaling, primary screen, cell-based, GFP fluorescence, uHTS | KKLEB NF-kB-GFP reporter, GFP fluorescence overnight | hit rate 0.86% among 360,000 | inhibition, % at 5 µM | AID 588850, 2011;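 active = at least 50% inhibition at 5 µM, scaled per plate between neutral and stimulator controls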;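 note: PAF is a Pseudomonas aeruginosa culture filtrate used as stimulus; plate controls were PAF-stimulated DMSO wells for no effect and unstimulated DMSO wells for full effect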
aDG glyco act = activators of alpha-DG glycosylation, primary screen, uHTS, Pro5-aDG cells, AlphaScreen; alpha-DG glycosylation AlphaScreen (IIH6); 0% Pro5, 100% B10-LARGE cell signal; activation, % at 10 µM; hit rate 0.22% among 360,000; AID 624168, 2012;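 active = activation of at least 8% versus controls, or a plate z-score of at least 8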;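 note: Pro5 are CHO cells carrying HIG-tagged alpha-DG that lacks glycosylation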
NR2E3 ag-1 = NR2E3 agonists in two-hybrid cells, primary screen, cell-based, luminescence, CHO-S, Gal4-NCOR/VP16-NR2E3 | Photoreceptor-specific nuclear receptor (Homo sapiens), Q9Y5X4 | luciferase | inhibition of corepressor binding, % at 3.98 µM | hit rate 0.35% among 360,000 | AID 602229, 2012;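 active = inhibition above the mean of all tested compounds plus 3 SD, cut at about 70% in these data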;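 note: 0% = DMSO with NR2E3 transfected cells and 100% = cells lacking NR2E3 construct; higher means lower luciferase signal from less NR2E3 corepressor binding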
Target sequence (Q9Y5X4 whole entry, looked up, the tested form may be a part): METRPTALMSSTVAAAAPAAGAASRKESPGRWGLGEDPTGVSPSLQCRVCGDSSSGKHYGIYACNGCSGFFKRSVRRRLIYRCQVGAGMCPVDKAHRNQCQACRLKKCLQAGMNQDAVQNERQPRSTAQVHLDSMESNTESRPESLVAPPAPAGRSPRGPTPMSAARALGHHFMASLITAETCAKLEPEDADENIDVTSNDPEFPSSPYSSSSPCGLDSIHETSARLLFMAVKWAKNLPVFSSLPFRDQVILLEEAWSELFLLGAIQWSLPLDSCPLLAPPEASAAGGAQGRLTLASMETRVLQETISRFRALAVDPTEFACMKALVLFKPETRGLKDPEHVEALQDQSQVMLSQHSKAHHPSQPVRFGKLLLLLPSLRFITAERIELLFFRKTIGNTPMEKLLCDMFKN
TRPM1 prom inh = inhibitors of MITF-dependent TRPM1 promoter reporter, primary screen, cell-based, SK-MEL-5, single point, luciferase. SK-MEL-5 TRPM1 promoter luciferase, 24 h. inhibition, % at 12.5 µM. hit rate 0.83% among 330,000. AID 488899, 2010;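 active = mean inhibition across replicates of 60% or more, whatever share of single replicates reaches that level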; note: values of inactives mirror those of a sister screen read the other way
Shn3 inh set2 = reduction of Shn3 3'UTR firefly luciferase signal, primary screen, Schnurri-3 inhibitor project, cell-based, Clone20 osteoblasts, set 2. inhibition, % at 12.5 µM. AID 588674, 2011. hit rate 0.52% among 360,000. Clone20 osteoblast Shn3 3'UTR firefly luciferase, 24 h;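 active = mean inhibition of at least 75% with every replicate also reaching 75%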;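 note: 0% = median of neutral control wells and 100% = pilot-screen positive control compound; some compounds past the cut are filed as inactive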
TWEAK-Fn14 inh = inhibitors of TWEAK-Fn14 signaling, primary screen, luciferase reporter cells, uHTS; TWEAK-stimulated Fn14 reporter cells, luciferase luminescence, 8 h; inhibition, % at 10 µM; hit rate 2% among 360,000; AID 1159606, 2016; in the data active = inhibition above about 50%
iPSC survival up = enhancers of single-cell hiPSC survival, primary screen, ATPlite luminescence | 100% = ROCK inhibitor wells, 0% = DMSO | survival enhancement, % at 20 µM | hit rate 0.044% among 360,000; in the data active = survival enhancement above about 18%;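 note: cells exposed to compounds for 16 hours before the ATP read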
NR2E3 ag-2 = inhibitors of NR2E3-RetCOR corepressor binding, primary screen, NR2E3 agonist project, biochemical, TR-FRET, GST-NR2E3, biotin-RetCOR. 1536-well. inhibition of corepressor binding, % at 4.78 µM. hit rate 0.12% among 320,000. AID 2300, 2010;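 active = percent inhibition above the cutoff of mean plus 3 SD of all tested compounds, set per screening campaign, cut at about 20% in these data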;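 note: 0% = DMSO wells and 100% = biotin wells as full block of FRET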
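Material: NR2E3–RetCOR corepressor complex | Quantity: 1.35 nM GST-tagged NR2E3 final | Schedule: 5 h at 4 °C | Replication: Singlicate compound wells | Reagent: RetCOR corepressor, biotinylated, 7 nM | Controls: Biotin wells as high control, 0.6% DMSO wells as low control | Signal: TR-FRET, Eu(K)-anti-GST donor, streptavidin-D2 acceptor, ex 340, em 617/671 nm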
KKLEB tox = cytotoxicity in KKLEB CF airway cells, primary screen, cytotoxicity control for CF NF-kB inhibitor project, cell-based, uHTS, fluorescence assay plates | KKLEB CF airway cells viability, ATPlite luminescence, overnight; active compounds read low; cells stimulated with P. aeruginosa culture filtrate | hit rate 0.36% among 360,000 | AID 602141, 2011 | activity change (cytotoxicity), % at 5 µM;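 active = corrected activity change at or below -50% at 5 µM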
HIF-2a inh = HIF-2a reporter inhibitors, primary screen, luminescence, 786-0 RCC cells; AID 624352, 2012; inhibition, % at 18.8 µM; hit rate 0.72% among 360,000; 786-0 RCC cells HIF-2a reporter, luciferase luminescence, overnight;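 active = inhibition of the luminescence signal of 40% or more relative to plate controls, in a single-dose primary screen at 18.75 µM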
Numbers without * were called inactive; x = not tested or not shown. This is a subset, so the mix of outcomes need not match the whole.

entry	molecule	Peg3 promoter	CF NFkB inh	aDG glyco act	NR2E3 ag-1	TRPM1 prom inh	Shn3 inh set2
1	NCC(O)c1cc(O)c(O)cc1F (configuration not stated)	7	13	-0.1	-24	-5	-5
2	O=c1[nH]c(O)c(N=Nc2cc([N+](=O)[O-])ccc2O)c(=O)[nH]1	8	-3	-0.2	-30	2	18
3	C=CCn1c(O)c(C(C)=NCCN2CCOCC2)c(=O)[nH]c1=O	8	4	-0.1	-31	4	-2
4	COc1ccccc1N1C(=O)NC(=O)/C(=C/c2ccc3c4c(cccc24)CC3)C1=O	-2	-10	0.5	3	5	8
5	COc1ccc(N2C(=O)C(=O)N(c3ccc(OC)cc3)P2(=O)N(CCCl)CCCl)cc1	-2	-2	0.1	-35	-2	-9
6	CCOP(=O)(OCC)C(O)c1cccnc1 (configuration not stated)	3	-17	0.0	-3	2	9
7	Cn1c(O)c(C(=NCCN2CCCCC2)c2ccccc2Cl)c(=O)n(C)c1=O	5	3	0.3	-11	4	9
8	CCN1CCN(c2cc(N3CCCC3)c(F)cc2[N+](=O)[O-])CC1	16	-11	-0.4	-9	-6	-6
9	O=S(=O)(c1ccc(Cl)cc1)N1CCCC1c1cccnc1 (configuration not stated)	7	5	0.1	-16	6	16
10	Cc1cccc(C)c1-n1nnnc1C(c1ccccc1)N1CCC2(CC1)C(=O)NCN2c1ccccc1 (configuration not stated)	46	40	-0.3	-32	x	9
11	Cn1c(=O)c2c(nc(-c3ccc(N(CCCl)CCCl)cc3)n2C)n(C)c1=O	28	-26	0.8	-14	-7	22
12	Fc1ccc(CNCCc2ccccc2F)cc1	-14	2	0.1	-22	-3	2

entry	TWEAK-Fn14 inh	iPSC survival up	NR2E3 ag-2	KKLEB tox	HIF-2a inh
1	-1	-0.8	5	1	10
2	2	-1.9	-21	-4	11
3	0	0.8	2	-3	19
4	24	0.6	-3	-1	-10
5	-8	2.7	x	-16	3
6	-9	-0.6	0	6	12
7	-26	0.1	-2	-5	2
8	-15	3.8	-1	5	12
9	-13	-0.3	2	0	17
10	-24	3.8	x	-46	-8
11	31	1.9	x	-17	7
12	30	4.2	1	4	3

entry	molecule	Peg3 promoter	CF NFkB inh	aDG glyco act	NR2E3 ag-1	TRPM1 prom inh	Shn3 inh set2
13	Cc1ccc(N2C(=O)/C(=C/N3CCN(C(=O)c4ccco4)CC3)C(=O)NC2=S)cc1C	2	-3	0.1	-8	-8	-17
14	O=C1CC(N2CC=C(c3ccc(F)cc3)CC2)C(=O)N1c1ccc(F)cc1 (configuration not stated)	14	10	0.0	-35	7	2
15	COC(=O)CCCC(NC(=S)N1CC2C[C@@H](C1)Cn1c2cccc1=O)C(=O)OC (some centres not stated)	4	2	-0.1	-33	-5	-2
16	Cn1c(O)c(C=Nc2ccccc2Sc2ccccc2)c(=O)n(C)c1=O	7	-13	0.1	-5	4	2
17	C=CCn1c(O)c(C(C)=NCc2ccc3c(c2)OCO3)c(=O)[nH]c1=O	12	-18	0.0	17	4	-4
18	C[C@]12CCC3C(CC[C@H]4C[C@H](O)CC[C@]34C)C1C[C@H](O)[C@@H]2O (some centres not stated)	-4	-13	-0.2	2	-2	7
19	CSc1ccc(C(c2c(O)c3ccccc3oc2=O)c2c(C)n(C)n(-c3ccccc3)c2=O)cc1 (configuration not stated)	27	8	0.0	1	5	-5
20	O=C(C[N+]12CCC(CC1)C(OC(=O)c1ccccc1)C2)c1ccc([N+](=O)[O-])cc1 (configuration not stated)	9	-1	-0.1	-22	16	3
21	C[C@]12CCC3C(CC[C@H]4C[C@@H](O)CC[C@]34C)C1C[C@@H](Br)[C@H]2O (some centres not stated)	-8	8	-0.1	-5	x	-3
22	CC1CCN(CCc2nc3ccccc3[nH]2)CC1	-3	-18	0.1	-1	-1	0
23	CN1CCc2nc(SCc3cccc(Br)c3)c(C#N)cc2C1	8	-15	0.0	8	-105	1
24	CCOP(=O)(OCC)C(NC(=O)c1ccc(C)cc1)=C(Cl)Cl	17	-3	-0.2	-15	-4	-21

entry	TWEAK-Fn14 inh	iPSC survival up	NR2E3 ag-2	KKLEB tox	HIF-2a inh
13	23	3.9	1	-5	1
14	3	-0.9	1	11	10
15	-5	0.0	-1	-9	12
16	-10	-0.8	0	8	15
17	0	-0.4	1	0	13
18	17	1.2	x	-11	12
19	7	0.4	-2	-7	8
20	-4	-0.6	-2	0	8
21	20	-1.7	x	-4	-4
22	9	0.4	0	7	-5
23	33	-0.2	-2	0	-8
24	-1	1.4	1	-4	16

entry	molecule	Peg3 promoter	CF NFkB inh	aDG glyco act	NR2E3 ag-1	TRPM1 prom inh	Shn3 inh set2
25	CCCCCCn1c(O)c(C=NC2CCN(Cc3ccccc3)CC2)c(=O)[nH]c1=O	6	7	0.2	1	11	5
26	COC(=O)Nc1nc2ccccc2[nH]1	-3	9	0.1	-29	3	-27
27	O=c1[nH]c(=S)n(-c2ccccc2F)c(O)c1C=Nc1ccc(N2CCOCC2)cc1	7	15	-0.4	-2	30	2
28	COC(=O)C1=C(c2ccc(F)cc2OCc2ccccc2)C[C@@H]2CC[C@H]1N2C(=O)NC(C)C	-2	-19	0.0	-21	-2	20
29	OC(CNCc1ccccc1)c1ccc(Cl)cc1 (configuration not stated)	1	-30	-0.1	-29	5	1
30	CC12CCCCC1=[N+]([O-])CN2O (configuration not stated)	11	14	-0.2	-28	10	-16
31	COC(=O)C1=C(c2cccc(C#N)c2)C[C@@H]2CC[C@H]1N2C(=O)NC1Cc2ccccc2C1	-30	-15	0.1	-12	-12	-11
32	CC(=O)Nc1nc(CCl)cs1	-8	3	0.2	-23	22	-14
33	Cn1c(O)c(Cc2ccc(OCc3ccccc3)cc2)c(=O)n(C)c1=O	-97	-13	0.0	-37	-34	-30
34	COC1C(OC(=O)c2ccc(C)[nH]2)C(O)C(Oc2ccc3c(O)c(NC(=O)c4ccc(O)c(CC=C(C)C)c4)c(=O)oc3c2Cl)OC1(C)C (configuration not stated)	19	23	0.0	81*	13	23
35	CCCNC(=O)N1CCC2(CC1)OCCO2	-9	-3	-0.1	6	-30	-16
36	O=C1OC(c2ccc([N+](=O)[O-])cc2)=N/C1=C/N1CC2CC(C1)c1cccc(=O)n1C2 (configuration not stated)	1	8	0.0	15	10	10

entry	TWEAK-Fn14 inh	iPSC survival up	NR2E3 ag-2	KKLEB tox	HIF-2a inh
25	13	0.1	1	-14	6
26	24	-2.2	x	-9	-22
27	-1	-2.6	-5	-3	11
28	10	0.3	-2	1	13
29	12	-1.3	x	-9	-5
30	2	0.7	3	-7	15
31	-4	-0.9	1	2	-58
32	-18	0.8	x	2	1
33	-1	0.3	-1	-1	-166
34	10	0.4	2	5	-6
35	5	-1.5	3	0	4
36	-9	-0.2	-4	10	23

4 of the compounds above, with two lines to a compound.
Every second line gives: Peg3 promoter	CF NFkB inh	aDG glyco act	NR2E3 ag-1	TRPM1 prom inh	Shn3 inh set2	TWEAK-Fn14 inh	iPSC survival up	NR2E3 ag-2	KKLEB tox	HIF-2a inh
9) O=S(=O)(c1ccc(Cl)cc1)N1CCCC1c1cccnc1 (configuration not stated)
→ 7	5	0.1	-16	6	16	-13	-0.3	2	0	17
10) Cc1cccc(C)c1-n1nnnc1C(c1ccccc1)N1CCC2(CC1)C(=O)NCN2c1ccccc1 (configuration not stated)
→ 46	40	-0.3	-32	x	9	-24	3.8	x	-46	-8
11) Cn1c(=O)c2c(nc(-c3ccc(N(CCCl)CCCl)cc3)n2C)n(C)c1=O
→ 28	-26	0.8	-14	-7	22	31	1.9	x	-17	7
12) Fc1ccc(CNCCc2ccccc2F)cc1
→ -14	2	0.1	-22	-3	2	30	4.2	1	4	3

Part of the list above in order of molecular weight, high to low:
entry	molecule	Peg3 promoter	CF NFkB inh	aDG glyco act	NR2E3 ag-1	TRPM1 prom inh	Shn3 inh set2
31	COC(=O)C1=C(c2cccc(C#N)c2)C[C@@H]2CC[C@H]1N2C(=O)NC1Cc2ccccc2C1	-30	-15	0.1	-12	-12	-11
32	CC(=O)Nc1nc(CCl)cs1	-8	3	0.2	-23	22	-14
30	CC12CCCCC1=[N+]([O-])CN2O (configuration not stated)	11	14	-0.2	-28	10	-16

entry	TWEAK-Fn14 inh	iPSC survival up	NR2E3 ag-2	KKLEB tox	HIF-2a inh
31	-4	-0.9	1	2	-58
32	-18	0.8	x	2	1
30	2	0.7	3	-7	15

Going on with the list:
entry	molecule	Peg3 promoter	CF NFkB inh	aDG glyco act	NR2E3 ag-1	TRPM1 prom inh	Shn3 inh set2
37	CN(C(=O)Oc1cccc2ccccc12)C1C=CCC1 (configuration not stated)	-153	-12	0.1	-74	-5	-28
38	NC(Cc1ccccc1)c1csc(Nc2ccccn2)n1 (configuration not stated)	-169	-8	0.3	-55	x	-3
39	COC(=O)C1=C(c2ccc(OC)c(OC)c2)C[C@@H]2CC[C@H]1N2C(=O)NC1CC1	4	-1	-0.3	-25	-3	-5
40	Cc1ccc2nc(N3CCN(C)CC3)[nH]c2c1	-163	-14	0.3	-51	-44	-64
41	COc1ccc(CCn2c(O)c(C=NCCCn3ccnc3)c(=O)[nH]c2=O)cc1OC	26	0	0.2	4	-4	7
42	COC(=O)C1=C(c2c(C)noc2C)C[C@@H]2CC[C@H]1N2C(=O)NCC1CC1	-5	7	0.0	-38	-2	-19
43	CCOC(=O)C(O)(c1ccc(N=Cc2ccccc2O)c(C)c1)C(F)(F)F (configuration not stated)	10	-11	-0.2	-1	1	-16
44	CC(C)(C)NC(=O)NC(=O)CN1CC=C(c2ccccc2)CC1	23	4	-0.2	8	-15	-7
45	COc1ccc(-n2nnnc2C(c2ccnc3ccccc23)N2CCC(n3c(=O)[nH]c4ccccc43)CC2)cc1 (configuration not stated)	25	13	-0.1	-15	x	23
46	Cc1ccc(C(O)(C(=O)NNC(=O)CN2CCN(C)CC2)c2ccc(C)cc2)cc1	12	9	-0.2	12	4	13
47	COc1ccc(/C=N\N=C(N)N)cc1	14	-3	0.4	-33	-1	14

entry	TWEAK-Fn14 inh	iPSC survival up	NR2E3 ag-2	KKLEB tox	HIF-2a inh
37	-4	2.5	x	5	-163
38	-35	-1.7	x	7	-132
39	13	3.4	0	-3	4
40	-6	-0.4	1	-3	-188
41	3	-0.9	-2	-2	11
42	8	-2.6	3	-5	9
43	-7	-1.2	0	8	8
44	39	-0.4	3	9	5
45	-8	4.2	x	-6	18
46	-27	-1.1	5	6	19
47	13	-0.6	-2	14	7
